NPYLR7 ag: mosquito NPYLR7 agonism | HEK293T NPYLR7/Galpha15, GCaMP6s calcium fluorescence | activation, % at 10 µM | actives 0.15% (n = 270,000); in the data active = activation above about 40%;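 also: 0% = vehicle and 100% = reference agonist at the receptor; some compounds past the cut are filed as inactive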
mcGAS lum: blocks mouse cGAS activity; recombinant cGAS, Kinase-Glo ATP depletion luminescence; Q8C6L5; inhibition, % at 12.5 µM; actives 0.15% (n = 160,000);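 also: 0% = negative control wells and 100% = reference inhibitor with no enzyme activity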
hcGAS inh: human cGAS inhibition; actives 0.081% (n = 290,000); recombinant h-cGAS, ATP depletion, Kinase-Glo luminescence; AID 1259398; inhibition, % at 12.5 µM; Q8N884;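 also: 0% = vehicle reaction and 100% = reaction without DNA for no activity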
Target sequence (Q8N884 whole entry, looked up): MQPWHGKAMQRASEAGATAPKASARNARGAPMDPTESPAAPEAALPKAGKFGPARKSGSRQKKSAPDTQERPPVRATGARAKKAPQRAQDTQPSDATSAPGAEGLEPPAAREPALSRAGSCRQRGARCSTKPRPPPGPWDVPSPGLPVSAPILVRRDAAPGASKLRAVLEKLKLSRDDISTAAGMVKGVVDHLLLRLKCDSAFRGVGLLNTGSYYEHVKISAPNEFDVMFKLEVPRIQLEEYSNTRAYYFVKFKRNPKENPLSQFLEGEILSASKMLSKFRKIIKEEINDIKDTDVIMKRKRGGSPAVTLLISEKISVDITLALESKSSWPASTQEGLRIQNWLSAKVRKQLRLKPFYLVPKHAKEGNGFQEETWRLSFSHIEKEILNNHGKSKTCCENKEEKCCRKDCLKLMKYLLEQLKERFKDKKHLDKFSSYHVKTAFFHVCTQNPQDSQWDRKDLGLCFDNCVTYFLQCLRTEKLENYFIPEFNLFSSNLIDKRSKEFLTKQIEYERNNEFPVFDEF
The depositor's hits bear a star; . = no result given; & = joins results of further samples. Rule as the data show it, unless noted: active = inhibition above about 40%; inactive = the rest.

The line under a structure holds: NPYLR7 ag	mcGAS lum	hcGAS inh
#1 CCC(NC(=O)Cc1nc2ccc(Cl)cc2[nH]1)c1ncccc1C (stereo not drawn)
  -3.8	-17.9	-4.4
#2 CC1CCCCC1NC(=O)C(C)S(=O)(=O)Cc1csc(-c2cccs2)n1 (stereo not drawn)
  -3.4	.	-6.6
#3 O=C1CCC(=O)N1Cc1ccc(C(=O)N2CCCc3cc(F)cc(F)c32)cc1
  -2.2	.	-3.8
#4 CCCC(=O)N1CCCC1C(=O)NCCCOc1ccc(F)cc1 (stereo not drawn)
  0.4	.	-6.1
#5 O=C(c1ccc(CSc2nc(N3CCCC3)cc(C(F)(F)F)n2)cc1)N1CCCC1
  9.8	-4.6	-2.4
#6 C=CCN1C(=O)NC(c2cccc(OCc3ccccc3)c2)C2=C1CN(CCCOC)C2=O (stereo not drawn)
  4.6	-4.4	1.8
#7 O=C(Cc1cccs1)Nc1ccc(N2CCOCC2)cc1
  12.4	-8.3	-14.6
#8 CCOC(=O)c1nc2ccccc2nc1N1CCN(C(=O)c2cccs2)CC1
  -17.4	.	3.0
#9 O=C(NCCn1cc(C2CC=CCC2)nn1)c1ccccc1Cl (stereo not drawn)
  26.1	.	-3.5
#10 CCn1nnc2c(N3CCN(c4ccc([N+](=O)[O-])cc4)CC3)ncnc21
  0.8	.	-0.1
#11 CC(C)CN(CC(=O)N(Cc1ccccc1)Cc1cccn1Cc1ccc(F)cc1)S(=O)(=O)c1cccc2cccnc12
  -9.4	-3.9	-3.1
#12 COc1ccc(N2C(=O)C3C4C=CC(C4=C(C)C)C3C2=O)cc1 (stereo not drawn)
  2.1	.	1.2
#13 Cc1cc(C)n(CC(=O)NN=Cc2cc(C)n(CC(C)C)c2C)n1
  0.7	-5.7	-10.2
#14 O=S1(=O)CC(COCc2ccccc2)CN1c1ccccc1 (stereo not drawn)
  1.6	-4.6	3.6
#15 Cc1cc(C)n(C2CCN(C(=O)CC(=O)Nc3ccccc3C)C2)n1 (stereo not drawn)
  0.8	.	-1.1
#16 Cc1ccc(CN(Cc2ccccc2)C(=O)CN(CCCN2CCOCC2)C(=O)Nc2cccc(C)c2C)o1
  -7.5	-4.3	-6.6
#17 CC1(Cc2c(Cl)cccc2Cl)C(=O)Nc2ccc(-c3cccc(C(F)(F)F)c3)cc21 (stereo not drawn)
  -0.7	-2.8	-0.3
#18 CC(=O)Oc1ccc2nc(-c3ccc(Oc4ccc([N+](=O)[O-])cc4)cc3)oc(=O)c2c1
  15.0	-5.9	-6.8
#19 CN(C)c1ccc(NC(=O)Nc2cccc3[nH]c(COCCO)nc23)cc1
  2.5	-2.0	-3.8
#20 CCOc1ccccc1NS(=O)(=O)c1c(N)n(C)c(=O)n(C)c1=O
  2.0	-9.2	-5.5
#21 COC(=O)C[C@H]1C2(C)CC34OC5(C)O[C@@]6([C@H](OC(C)=O)C(OC(C)=O)[C@]7(C)C(C(C(=O)C(C)C)C(=O)O[C@H]7c7ccoc7)[C@@]6(O5)[C@H](OC(C)=O)[C@@]3(O)C2OC(=O)C(C)C)[C@]14C (stereo partly drawn)
  .	-3.9	-4.9
#22 COc1ccc(OC)c(-n2c(SCCC(C)C)nnc2-c2cccc(S(=O)(=O)N(C)C)c2)c1
  7.4	.	-6.3
#23 CC(NC(=O)CC1CCS(=O)(=O)C1)c1ccc(Cl)s1 (stereo not drawn)
  -2.9	-4.4	-3.3
#24 Cc1nc2nc(N)nn2c(C)c1CCC(=O)NCCc1ccccc1
  1.6	1.8	3.2
#25 COc1ccc(Oc2cnn(-c3ccc(Cl)cc3)c(=O)c2Nc2ccc(C(=O)O)cc2)cc1
  8.3	-2.5	0.1
#26 Cc1cc(C(=O)N2CCc3c([nH]c4ccccc34)C2c2cccc(C(F)(F)F)c2)no1 (stereo not drawn)
  -8.2	-4.4	-3.9
#27 Cc1cc(C)c[n+](-c2nc3ccccc3nc2C(C#N)C#N)c1
  20.3&1.1	.	-1.3&-2.5
#28 CC(=O)Nc1c(-c2ccc(F)c(F)c2)nc2ccccn12
  -3.9	-4.5	-1.6
#29 CCCCn1c(N)c(N(Cc2ccco2)C(=O)c2cc(F)cc(F)c2)c(=O)[nH]c1=O
  0.8	.	-4.3
#30 Cc1cc(NC(=O)CSC2=Nc3ccccc3CS2)no1
  6.0	-9.1	-11.4

Ordered by length of the SMILES (lowest first): some entries from above.
The line under a structure holds: NPYLR7 ag	mcGAS lum	hcGAS inh
#7 O=C(Cc1cccs1)Nc1ccc(N2CCOCC2)cc1
  12.4	-8.3	-14.6
#4 CCCC(=O)N1CCCC1C(=O)NCCCOc1ccc(F)cc1 (stereo not drawn)
  0.4	.	-6.1
#28 CC(=O)Nc1c(-c2ccc(F)c(F)c2)nc2ccccn12
  -3.9	-4.5	-1.6
#13 Cc1cc(C)n(CC(=O)NN=Cc2cc(C)n(CC(C)C)c2C)n1
  0.7	-5.7	-10.2
#19 CN(C)c1ccc(NC(=O)Nc2cccc3[nH]c(COCCO)nc23)cc1
  2.5	-2.0	-3.8
#11 CC(C)CN(CC(=O)N(Cc1ccccc1)Cc1cccn1Cc1ccc(F)cc1)S(=O)(=O)c1cccc2cccnc12
  -9.4	-3.9	-3.1

The list continues:
The line under a structure holds: NPYLR7 ag	mcGAS lum	hcGAS inh
#31 CCCCn1c(N2CCN(Cc3ccc(F)cc3)CC2)nc2c1c(=O)[nH]c(=O)n2C
  0.7	.	0.8
#32 COC(=O)c1cc2n(n1)CCN(c1cncc(C(=O)N3CCCCC3)n1)C2
  -0.5	.	-2.7
#33 O=C(O)CCc1nn2c(nc3ccccc32)[nH]c1=O
  8.9	-0.6	12.6
#34 Fc1c(F)c(F)c(NN=Cc2ccc3c(c2)OCO3)c(F)c1F
  7.4	-4.4	-4.6
#35 CC1(C)CCCC(C)(C)N1Sc1ccccc1
  0.2	.	-0.3
#36 Cc1ccc(C2(C)N(O)C(C)C(c3cccs3)=[N+]2[O-])cc1 (stereo not drawn)
  -14.2	.	3.9
#37 COCc1nc(N2CCN(C(=O)NC34CC5CC(CC(C5)C3)C4)CC2)c2c3c(sc2n1)CCCC3
  -12.6	-4.4	-7.1
#38 COc1ccc(C)cc1NC(=O)CCc1cccs1
  3.4	.	-6.0
#39 O=C(CSC(F)(F)F)Nc1cc2c(cc1Cl)OCO2
  2.7	.	-10.7
#40 Cc1ccc(-n2ncc3c(=O)n(NC(=O)Cc4cccc5ccccc45)cnc32)cc1
  0.0	.	-10.5
#41 CN(C)c1ncccc1CNC(=O)C(O)c1ccc(Cl)cc1 (stereo not drawn)
  2.0	-19.5	-5.2
#42 NC(=O)c1cc(C2CCCN(C(=O)COC3CCCC3)C2)[nH]n1 (stereo not drawn)
  1.8	-16.6	-7.9
#43 c1ccc2c(c1)c1ccccc1c1nc3nonc3nc21
  -1.1	-8.1	-4.8
#44 O=C(C1=C(O)C(=O)N(c2ncccn2)C1c1ccc(Cl)c(Cl)c1)c1ccco1 (stereo not drawn)
  5.3	-3.1	-4.5
#45 CCCCCc1ccc(C(=O)NCc2nnc(SCc3ccc(F)cc3)n2-c2ccc(C)cc2)cc1
  16.2	-0.9	0.6
#46 O=C(c1ccc2n[nH]nc2c1)N1CC(c2cccnc2)C1
  11.7	.	-3.3
#47 Cc1ccc2c(c1)c1c3n2CC(=O)N(Cc2ccccc2)C3CCC1 (stereo not drawn)
  2.7	.	-13.2
#48 CCC(=O)Oc1ccc(C=C2C(=O)NC(=S)NC2=O)cc1OC
  -5.1	.	3.6
#49 O=C(O)c1cnc2c(c1)n(CC1CCCO1)c(=O)n2C1CCCCC1 (stereo not drawn)
  8.3	.	-7.4
#50 CN(CCc1nc2ccc(F)cc2[nH]1)C(=O)[C@@H]1Cc2ccccc2N1
  3.7	.	-7.5
#51 CCCn1nc(-c2ccccc2)c2sc(N3CCCCC3)nc2c1=O
  -1.6	-5.9	-3.7
#52 CC(C)C(NC(=O)c1ccc(F)cc1)c1cccs1 (stereo not drawn)
  1.7	.	-4.5
#53 CC(C)c1csc(C2CCN(C(=O)CCc3ccsc3)CC2)n1
  3.8	.	-9.1
#54 CC(NC(=O)C(C)(C)c1ccc2c(c1)OCCO2)C(O)c1cccc(F)c1 (stereo not drawn)
  8.3	.	-4.9
#55 CN(C(=O)CC(c1ccccc1)c1ccccc1)C1CC1
  -0.2	-3.0	7.6
#56 Cc1ccccc1-n1c(SCC(=O)NCc2ccccc2)nnc1-c1ccccc1Cl
  .	-7.3	-5.6
#57 COc1cccc(NC(=O)N2C[C@H](O)[C@@H]3C[C@H]2Cc2c3n(C)c3ccccc23)c1
  31.6	-8.7	-3.8
#58 O=[N+]([O-])c1cc(S(=O)(=O)Nc2ccccc2)ccc1NN=C1CC2CC=CC12 (stereo not drawn)
  0.3	.	-5.2
#59 COc1ccc(OC)c(-c2ccc(=O)n(CCNC(=O)Nc3ccccc3Cl)n2)c1
  -8.4	-0.1	1.9
#60 CC(C)(C)n1cc(NS(=O)(=O)c2cc(F)c(F)cc2F)cn1
  5.8	.	-2.4
#61 CN1[C@H]2CC[C@@H]1CN(C(=O)C(=O)CCc1ccccc1)CC2
  -3.4	.	3.0
#62 OC12CC3CC(C1)CC(Nc1cnccn1)(C3)C2
  0.8	.	-10.0
#63 CC(C)n1cnnc1CN(C)Cc1ncc[nH]1
  5.2	.	-1.5
#64 Cn1ccnc1CN(C(=O)c1cc(-c2ccc(O)cc2)n[nH]1)C1CC1
  6.2	-14.3	-2.0
#65 COc1cccc(Cn2c(C(=O)N3CCN(S(=O)(=O)Cc4ccccc4)C(C)C3)cc3ccoc32)c1 (stereo not drawn)
  .	-7.2	-8.2
#66 CCOC(=O)/C(=C/c1cc2ccccc2n1C)[N+](=O)[O-]
  -0.9	16.6	2.8
#67 CCOC(=O)COc1cc(Cl)c(C=O)cc1OCC
  -10.0	.	-5.9
#68 CCn1ccc(C(=O)N(CCCN2CCOCC2)c2nc3c(F)cc(F)cc3s2)n1
  2.1	.	-3.0
#69 O=C(NC1CCCCC1NC(=O)c1ccco1)c1ccco1 (stereo not drawn)
  2.1	.	2.0
#70 CC1(C(=O)NCC(F)(F)F)CCN1C(=O)C1(c2ccccc2)CCCC1 (stereo not drawn)
  15.3	-4.5	-6.5
#71 CC1CCN(S(=O)(=O)NCC2(N(C)C)CCCCCC2)CC1
  -4.7	.	-6.1
#72 Cn1ccn2ncc(C(=O)N3C[C@H]4CC[C@@H](C3)N4)c12
  5.2	.	-4.0
#73 COC(=O)c1ccc(/C=N\n2c(=O)c(C(C)(C)C)nn3cnnc23)cc1
  1.8	.	-9.1
#74 c1ccc(OCc2nc(-c3ccccn3)n[nH]2)cc1
  18.2	.	-5.7
#75 COCCN(Cc1ccc(C)cc1)Cc1c(Cl)nc2sccn12
  14.3	.	-7.2
#76 Cc1nc(NC(=O)N(C)Cc2ccco2)n[nH]1
  13.7	.	-1.7
#77 CCOC(=O)c1c(-c2ccccc2)csc1N=Cc1nc(-c2ccccc2)oc1O
  96.6*	-8.5	-5.7
#78 CC1CN(Cc2ccc(-n3cccn3)cc2)c2ccccc21 (stereo not drawn)
  12.8	.	-11.3
#79 CC(OC(=O)c1ccc(S(C)(=O)=O)cc1)C(=O)N(C(C)C)C(C)C (stereo not drawn)
  -3.3	.	5.5
#80 O=C(CCCNC(=O)C12CC3CC(CC(C3)C1)C2)Nc1cccc(Cl)c1
  10.6	.	-6.9
#81 NC(=O)C1CCCN1Cc1cccc(NC(=O)COc2cccc(F)c2)c1 (stereo not drawn)
  10.7	.	-9.2
#82 O=CC1=Cc2cc(Br)ccc2OC1
  10.9	.	4.8
#83 C=CCNC(=O)C(NC(=O)c1cccs1)C1CCN(C(=O)c2ccc(Cl)cc2)CC1 (stereo not drawn)
  7.8	-4.4	-4.1
#84 CC(=O)N1CCC(N2CCC[C@H]2c2nc(-c3ccc(N4CCOCC4)nc3)no2)CC1
  -10.9	-2.3	-3.2
#85 Cc1cc(Cl)ccc1N1C(=O)/C(=C\c2ccc(OCC(=O)O)cc2)N(C)C1=S
  22.4	17.7	-3.1
#86 Cc1cccc(-n2nc(C(=O)NCc3ccco3)c(=O)n(Cc3cccc(C(F)(F)F)c3)c2=O)c1
  .	-6.1	-4.3
#87 O=C(CCn1cnnn1)N1CCCC(N2CCN(c3cccc(C(F)(F)F)c3)CC2)C1 (stereo not drawn)
  5.8&5.8	.	-5.3&3.8
#88 O=C(NCc1c(F)cccc1F)c1csc(NS(=O)(=O)c2cccs2)n1
  -7.1	.	-1.0
#89 O=C(O)c1ccc(CSc2nnc(Cc3ccccc3)n2-c2ccccc2F)cc1
  -5.4	-5.7	-3.9
#90 O=C(CSc1ncnc2c1cnn2-c1ccc(F)cc1)NCc1ccco1
  10.9	.	-6.8

Only hcGAS inh and mcGAS lum (two entries from above):
| nr | SMILES | hcGAS inh | mcGAS lum |
| --- | --- | --- | --- |
| 77 | CCOC(=O)c1c(-c2ccccc2)csc1N=Cc1nc(-c2ccccc2)oc1O | -5.7 | -8.5 |
| 75 | COCCN(Cc1ccc(C)cc1)Cc1c(Cl)nc2sccn12 | -7.2 | . |

Continued:
The line under a structure holds: NPYLR7 ag	mcGAS lum	hcGAS inh
#91 Cn1cc(C(=O)Nc2ccc(Cl)c(Cl)c2)c2[nH]c(=O)n(-c3ccc(Cl)cc3)c(=O)c21
  1.6	.	-8.2
#92 CC(C)C(=O)N1CCCC(OCc2cccc([N+](=O)[O-])c2)C1 (stereo not drawn)
  0.1	.	-2.6
#93 CC(C)CCC(=O)Nc1ccc(-c2cccc(-c3ccc4c(c3)OCCO4)n2)cc1
  -5.0	-6.2	-9.1
#94 CC(C)CC(O)C1CCN(C(=O)CCc2nnc(-c3ccc4c(c3)OCO4)o2)CC1 (stereo not drawn)
  -8.0	-2.5	0.2
#95 O=C(Nc1ccnn1Cc1cccc(Cl)c1Cl)C1CCN(S(=O)(=O)c2ccccc2)CC1
  -0.9	-5.8	-0.2
#96 CN(Cc1ccccc1)C(=O)CCC1CCN(C(=O)CN2CCOC2=O)CC1
  11.4	.	-3.1
#97 COCC(NC(=O)C(=O)N1CCCCCC1)c1ccnn1C (stereo not drawn)
  10.6	.	-4.0

Screens: PubChem, Fisher Drug Discovery Resource Center
